H9c2 TAG inh: inhibitors of triacylglycerol accumulation; H9c2 cells, Nile Red lipid (TAG) fluorescence; cells loaded with 200 µM oleic acid; inhibition, % at 12.5 µM; hit rate 0.66% among 230,000;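 active = pattern-corrected inhibition of lipid staining of at least 50% with the nuclear-stain viability signal not falling by more than 50%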;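 note: 0% = DMSO wells and 100% = triacsin C control wells; some results filed as inactive read as strong as hits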
H9c2 TAG inh DAPI viability: second read-out of H9c2 TAG inh, no call of its own (marks repeat the call); DAPI nuclei signal change (viability), lower = more cytotoxic, %;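 whole-well DAPI fluorescence read on a plate reader as a viability signal; minus 50 percent equals half of cells still viable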
Active calls of the source: *. Some of the compounds tested. The share of hits here may be higher or lower than overall.

Start of the data: the first 12 compounds, to show the layout:
CCC1(C)Cc2c(sc3nc(SCC(=O)c4ccccc4)[nH]c(=O)c23)CO1 (configuration not stated) was read as H9c2 TAG inh 4 and H9c2 TAG inh DAPI viability 5.
`Cc1c(Br)c(=O)[nH]c(=O)n1COCc1ccccc1` gave H9c2 TAG inh 2 and H9c2 TAG inh DAPI viability -7.
`CC(C)CN(C(=O)CSc1nc(N)cc(N)n1)C1CCS(=O)(=O)C1` (configuration not stated) gave H9c2 TAG inh 7 and H9c2 TAG inh DAPI viability 3.
For Cc1cc(C)nc(NC(=O)NC(=O)c2ccccc2)n1 the results were H9c2 TAG inh 25 and H9c2 TAG inh DAPI viability -3.
O=C(COC(=O)CCC(=O)c1ccc(F)cc1)NCCc1ccccc1 was read as H9c2 TAG inh 1 and H9c2 TAG inh DAPI viability 6.
COCCn1c(SCC(=O)NC2CCCC(C)C2C)nc2ccccc2c1=O (configuration not stated) was read as H9c2 TAG inh 0 and H9c2 TAG inh DAPI viability -7.
Screening COC(=O)C[C@@H]1C[C@H]2c3cc(NC(=O)Nc4ccccc4F)ccc3O[C@H]2[C@H](CO)O1 returned H9c2 TAG inh -1 and H9c2 TAG inh DAPI viability -3.
`O=C(Nc1cccc(C(=O)N2CCCCC2)c1)C1CCCC1` gave H9c2 TAG inh -5 and H9c2 TAG inh DAPI viability -7.
For CC1=C(C(=O)OCc2ccccc2)C(c2ccc(Cl)cc2Cl)NC(=O)N1CCCC(=O)O (configuration not stated) the results were H9c2 TAG inh 7 and H9c2 TAG inh DAPI viability -1.
COc1ccccc1CN1CC(C(=O)NCCN2CCOC2=O)CCC1=O (configuration not stated) was read as H9c2 TAG inh 6 and H9c2 TAG inh DAPI viability 1.
`N#Cc1cccc(NC(=O)Cc2ccccc2)c1` gave H9c2 TAG inh -10 and H9c2 TAG inh DAPI viability 4.
COc1ccc([N+](=O)[O-])cc1NC(=O)C1CCCN1S(=O)(=O)c1cccs1 (configuration not stated) was read as H9c2 TAG inh -38 and H9c2 TAG inh DAPI viability 1.

The whole of this part, previewed entries included:
CCC1(C)Cc2c(sc3nc(SCC(=O)c4ccccc4)[nH]c(=O)c23)CO1 (configuration not stated) was read as H9c2 TAG inh 4 and H9c2 TAG inh DAPI viability 5.
`Cc1c(Br)c(=O)[nH]c(=O)n1COCc1ccccc1` gave H9c2 TAG inh 2 and H9c2 TAG inh DAPI viability -7.
`CC(C)CN(C(=O)CSc1nc(N)cc(N)n1)C1CCS(=O)(=O)C1` (configuration not stated) gave H9c2 TAG inh 7 and H9c2 TAG inh DAPI viability 3.
For Cc1cc(C)nc(NC(=O)NC(=O)c2ccccc2)n1 the results were H9c2 TAG inh 25 and H9c2 TAG inh DAPI viability -3.
O=C(COC(=O)CCC(=O)c1ccc(F)cc1)NCCc1ccccc1 was read as H9c2 TAG inh 1 and H9c2 TAG inh DAPI viability 6.
COCCn1c(SCC(=O)NC2CCCC(C)C2C)nc2ccccc2c1=O (configuration not stated) was read as H9c2 TAG inh 0 and H9c2 TAG inh DAPI viability -7.
Screening COC(=O)C[C@@H]1C[C@H]2c3cc(NC(=O)Nc4ccccc4F)ccc3O[C@H]2[C@H](CO)O1 returned H9c2 TAG inh -1 and H9c2 TAG inh DAPI viability -3.
`O=C(Nc1cccc(C(=O)N2CCCCC2)c1)C1CCCC1` gave H9c2 TAG inh -5 and H9c2 TAG inh DAPI viability -7.
For CC1=C(C(=O)OCc2ccccc2)C(c2ccc(Cl)cc2Cl)NC(=O)N1CCCC(=O)O (configuration not stated) the results were H9c2 TAG inh 7 and H9c2 TAG inh DAPI viability -1.
COc1ccccc1CN1CC(C(=O)NCCN2CCOC2=O)CCC1=O (configuration not stated) was read as H9c2 TAG inh 6 and H9c2 TAG inh DAPI viability 1.
`N#Cc1cccc(NC(=O)Cc2ccccc2)c1` gave H9c2 TAG inh -10 and H9c2 TAG inh DAPI viability 4.
COc1ccc([N+](=O)[O-])cc1NC(=O)C1CCCN1S(=O)(=O)c1cccs1 (configuration not stated) was read as H9c2 TAG inh -38 and H9c2 TAG inh DAPI viability 1.
Screening COc1ccc(Cl)cc1C(=O)NNC(=O)CCNC(C)=O returned H9c2 TAG inh 24 and H9c2 TAG inh DAPI viability -8.
Cc1cccc(C)c1NC(=O)CN(C)CC(=O)c1c(N)n(Cc2ccccc2)c(=O)n(C)c1=O was read as H9c2 TAG inh 3 and H9c2 TAG inh DAPI viability -4.
`C=CCOc1ccc(/C=C2\SC(=S)N(N3CCOCC3)C2=O)cc1` gave H9c2 TAG inh -8 and H9c2 TAG inh DAPI viability 5.
For N#Cc1cccc(-c2csc(C(O)c3ccco3)n2)c1 (configuration not stated) the results were H9c2 TAG inh -11 and H9c2 TAG inh DAPI viability 4.
For CCOC(=O)c1cc2c(nc1N)CCCC2 the results were H9c2 TAG inh -5 and H9c2 TAG inh DAPI viability 18.
`Cc1ccc(CNC(=O)c2ccc(N3CCC4(CC3)CC(c3ccccc3)=NO4)c(NC(=O)c3ccccc3)c2)cc1` gave H9c2 TAG inh 6 and H9c2 TAG inh DAPI viability -5.
COCCNC(=O)c1onc(CSc2ccccc2)c1C(=O)NCCOC was read as H9c2 TAG inh -33 and H9c2 TAG inh DAPI viability 2.
For O=C1CCCCC1Sc1nnc(-c2ccc3c(c2)OCO3)o1 (configuration not stated) the results were H9c2 TAG inh -3 and H9c2 TAG inh DAPI viability -5.
Cc1ccc(O)c(-c2cc(-c3cccc(F)c3)n[nH]2)c1 was read as H9c2 TAG inh -12 and H9c2 TAG inh DAPI viability -20.
COc1ccc(N2CCN(C(=O)CN(C3CCCCC3)S(C)(=O)=O)CC2)cc1 was read as H9c2 TAG inh -6 and H9c2 TAG inh DAPI viability -6.
CC(C)(C)c1ccc(CC(=O)N2CCC2(C)C(=O)Nc2cccc3c2CCCC3)cc1 (configuration not stated) was read as H9c2 TAG inh -20 and H9c2 TAG inh DAPI viability 12.
Screening COC(=O)CN1C(=O)[C@H]2[C@@H](/C=C/c3ccccc3)N3C(=O)CN(CC4CC4)C(=O)[C@@]3(Cc3ccccc3)[C@H]2C1=O returned H9c2 TAG inh -10 and H9c2 TAG inh DAPI viability -1.
For CN1C(C(=O)NCCc2cccs2)CC2Cn3c(nc4cc5ccccc5cc43)C21 (configuration not stated) the results were H9c2 TAG inh 15 and H9c2 TAG inh DAPI viability 0.
Screening CCCCCNCC(=O)Nc1cccc(C(=O)Nc2cccc(C(F)(F)F)c2)c1 returned H9c2 TAG inh -12 and H9c2 TAG inh DAPI viability 2.
For COc1ccc(N(CC(=O)NCc2cccs2)S(=O)(=O)c2cccc(C)c2)cc1 the results were H9c2 TAG inh -9 and H9c2 TAG inh DAPI viability 0.
`COc1ccc(S(=O)(=O)NCC(=O)Nc2ccc(F)cc2)cc1` gave H9c2 TAG inh 7 and H9c2 TAG inh DAPI viability 1.
`Cc1c(Cl)cccc1NC(=S)N(Cc1ccccc1)Cc1cccnc1` gave H9c2 TAG inh -22 and H9c2 TAG inh DAPI viability -3.
For Nc1nnc(-c2ccc([N+](=O)[O-])o2)s1 the results were H9c2 TAG inh 26 and H9c2 TAG inh DAPI viability -3.
Screening CCc1cccc(CC)c1NC(=O)CSc1nnc(CCC(=O)O)c(=O)[nH]1 returned H9c2 TAG inh 5 and H9c2 TAG inh DAPI viability -6.
Screening CCOc1ccc(NC(=O)CSc2nc(N3CCOCC3)nc(N3CCOCC3)n2)cc1 returned H9c2 TAG inh 28 and H9c2 TAG inh DAPI viability -3.
For COc1ccc(S(=O)(=O)N(Cc2cc3cc(C)ccc3[nH]c2=O)CC2CCCO2)cc1 (configuration not stated) the results were H9c2 TAG inh 22 and H9c2 TAG inh DAPI viability 10.
O=c1oc2ccccc2c2c1SC(C(F)(F)F)C2 (configuration not stated) was read as H9c2 TAG inh 5 and H9c2 TAG inh DAPI viability 4.
`Cc1ccccc1Oc1cccc(C(=O)/C(C#N)=C/N(C)C)c1` gave H9c2 TAG inh 0 and H9c2 TAG inh DAPI viability -6.
For COc1ccccc1/C=N/n1cnnc1 the results were H9c2 TAG inh 7 and H9c2 TAG inh DAPI viability -3.
For CSc1ncc(CNc2cc([N+](=O)[O-])ccc2C)c(N)n1 the results were H9c2 TAG inh -24 and H9c2 TAG inh DAPI viability 8.
`COc1ccc(S(=O)(=O)N2CCOCC2)cc1NC(=O)/C=C/c1ccccc1` gave H9c2 TAG inh 19 and H9c2 TAG inh DAPI viability -6.
Screening CCCCSc1nnc(CCNC(=O)OC(C)(C)C)o1 returned H9c2 TAG inh 17 and H9c2 TAG inh DAPI viability -12.
Screening CCN(CC(=O)Nc1ccc(OC)cc1)C(=O)c1ccc([N+](=O)[O-])cc1 returned H9c2 TAG inh -2 and H9c2 TAG inh DAPI viability 2.
Screening CCOC(=O)[C@H]1[C@H]2COc3cc(OC)ccc3[C@@H]2N2C(=O)CN(Cc3ccco3)C(=O)[C@@]12C returned H9c2 TAG inh -2 and H9c2 TAG inh DAPI viability 3.
Screening C[C@H](CO)N1C[C@H](C)[C@@H](CN(C)C(=O)Cc2ccccc2)OCc2cnnn2CCCC1=O returned H9c2 TAG inh 11 and H9c2 TAG inh DAPI viability -10.
Cc1ccc(S(=O)(=O)NCCC(=O)N2CCN(C/C=C/c3ccccc3)CC2)cc1 was read as H9c2 TAG inh 5 and H9c2 TAG inh DAPI viability 2.
For CC(C)c1nnc2n1N=C(c1ccc(Cl)cc1)CS2 the results were H9c2 TAG inh 6 and H9c2 TAG inh DAPI viability 6.
CCOC(=O)c1c(C(C)(C)C)oc2ccc(O)cc12 was read as H9c2 TAG inh -17 and H9c2 TAG inh DAPI viability 5.
For CC(C)CNc1nc(Oc2ccc(=O)n(C)n2)nc(N2CCOCC2)n1 the results were H9c2 TAG inh 9 and H9c2 TAG inh DAPI viability 8.
For Nc1nc(/C=C/c2cccnc2)nc(-c2ccccc2O)n1 the results were H9c2 TAG inh 15 and H9c2 TAG inh DAPI viability -6.
Screening O=C(NCCc1csc(-c2ccc(C(F)(F)F)cc2)n1)c1cccs1 returned H9c2 TAG inh 10 and H9c2 TAG inh DAPI viability -6.
Screening CC1NC(=O)COC1c1ccccc1 (configuration not stated) returned H9c2 TAG inh 9 and H9c2 TAG inh DAPI viability -7.
Screening CC(=O)Nc1ccc(N/C=C/C(=O)c2ccccc2)cc1 returned H9c2 TAG inh 2 and H9c2 TAG inh DAPI viability -7.
`Cc1nnsc1C(=O)NC1CCCc2c1cnn2-c1ccc(C(C)(C)C)cc1` (configuration not stated) gave H9c2 TAG inh -14 and H9c2 TAG inh DAPI viability -3.
For O=C(COC(=O)c1c[nH]c(=O)[nH]c1=O)Nc1ccccc1 the results were H9c2 TAG inh 8 and H9c2 TAG inh DAPI viability -6.
Screening CN1N=C(C(C)(C)C)CSC1=Nc1ccc(F)cc1 returned H9c2 TAG inh -6 and H9c2 TAG inh DAPI viability 4.
For COc1ccc(N(CC(=O)NC2CCCCC2C)S(=O)(=O)c2c(C)nn(C)c2C)cc1 (configuration not stated) the results were H9c2 TAG inh 3 and H9c2 TAG inh DAPI viability -2.
For CCOC(=O)C1(CCCc2ccccc2)CCN(C2CCN(C(C)=O)CC2)CC1 the results were H9c2 TAG inh 6 and H9c2 TAG inh DAPI viability 0.
`Fc1cccc(Cl)c1CSc1nnc2ccccn12` gave H9c2 TAG inh 11 and H9c2 TAG inh DAPI viability -5.
`Cc1ccc(NC(=O)c2ccccc2SCC(=O)N2CCCC2)cc1S(=O)(=O)N(C)C` gave H9c2 TAG inh -6 and H9c2 TAG inh DAPI viability 5.
Screening CC(=O)c1cn(-c2ccc(Cl)cc2)c(=O)n(Cc2ccc(Br)cc2)c1=O returned H9c2 TAG inh -16 and H9c2 TAG inh DAPI viability 5.
Cc1[nH][nH]c(=O)c1N=Nc1ccccc1 was read as H9c2 TAG inh 2 and H9c2 TAG inh DAPI viability 1.
O=C(Nc1ccc(F)cc1F)NC1CCCc2ccccc21 (configuration not stated) was read as H9c2 TAG inh -1 and H9c2 TAG inh DAPI viability -1.
`COC(=O)CN1C(=O)CSc2ncccc21` gave H9c2 TAG inh -30 and H9c2 TAG inh DAPI viability 22.
